HCV NS3 hel inh = HCV NS3 helicase inhibition; NS3 helicase DNA unwinding, Cy5 molecular beacon fluorescence; inhibition, % at 10.9 µM; 0.56% of 290,000 active;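 active = inhibition above the mean of all tested compounds plus 3 SD, set per campaign, cut at about 35% in these data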;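 note: 0% = DMSO wells and 100% = thioflavine S control wells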
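Material: hepatitis C virus NS3 helicase domain fragment enzyme; measured by: Cy5 fluorescence, 0 and 60 min reads; control set: DMSO and thioflavine S; incubation: 60 min unwinding reaction at 25 °C after ATP addition; read-out basis: % inhibition from 60/0 min fluorescence ratio, DMSO 0%, thioflavine S 100%; repeats: singlicate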
IMP-1 inh = inhibitors of Pseudomonas aeruginosa IMP-1 metallo-beta-lactamase. 0.45% of 290,000 active. purified IMP-1, nitrocefin hydrolysis, epi-absorbance fluorescence. inhibition, % at 5.6 µM;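 active = inhibition above the mean plus 3 SD of all compounds in the same screening run, cut at about 4.5% in these data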;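 note: 0% = IMP-1 with DMSO and 100% = DMSO wells lacking enzyme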
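Assay system: purified recombinant IMP-1 beta-lactamase. Input: IMP-1 0.2 nM before substrate addition. Buffer or medium: Zinc- and detergent-supplemented HEPES buffer, pH 7.1. Schedule: 25 °C, 15 min preincubation, 25 min reaction. Signal: Epi-absorbance fluorescence, 480 nm excitation, 530 nm emission. Evaluation: percent inhibition from optical density relative to buffer-blank wells.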
VIM-2 inhibitor = blocks Pseudomonas aeruginosa VIM-2 metallo-beta-lactamase; purified VIM-2, nitrocefin hydrolysis, epi-absorbance fluorescence; inhibition, % at 5.6 µM; 0.89% of 290,000 active; AID 1527;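 active = inhibition above the mean of all tested compounds plus 3 SD, cutoff set per screening run, cut at about 7.5% in these data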;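 note: red hydrolysis product quenches plate fluorescence so inhibitors raise well fluorescence; 0% = enzyme with DMSO and 100% = DMSO without enzyme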
FID counter = counter-screen for HCV NS3 helicase inhibitors: DNA intercalator displacement | DNA fluorescent intercalator displacement, fluorescence | inhibition, % at 7.9 µM | 0.17% of 290,000 active; in the data active = inhibition above about 37%;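 note: 0% = vehicle and 100% = reference compound; higher means more ethidium bromide displaced from hairpin DNA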
GalR3 antag = antagonists of human GalR3. 0.44% of 360,000 active. inhibition, % at 3 µM. HEK293 GalR3-CNG cAMP membrane potential fluorescence; galR3 body fused to GalR1 C-terminus. O60755;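 active = inhibition above the screen-wide average plus 3 SD, cut at about 13% in these data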;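 note: forskolin and galanin both at EC90 stimulate the cells; cAMP rise reported by CNG channel membrane potential dye signal; 0% = forskolin plus galanin with DMSO and 100% = forskolin alone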
Target sequence (O60755 1-299 limits assumed): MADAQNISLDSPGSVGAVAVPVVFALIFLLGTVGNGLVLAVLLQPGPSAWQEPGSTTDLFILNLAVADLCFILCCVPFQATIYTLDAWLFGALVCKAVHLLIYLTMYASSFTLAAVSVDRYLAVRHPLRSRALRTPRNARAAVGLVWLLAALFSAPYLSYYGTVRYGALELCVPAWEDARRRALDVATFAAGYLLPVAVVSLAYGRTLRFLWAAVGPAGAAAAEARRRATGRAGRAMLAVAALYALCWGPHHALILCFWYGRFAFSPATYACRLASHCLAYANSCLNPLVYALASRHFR
GPR7 antagonist = human neuropeptides B/W receptor 1 antagonism; P48145; GPR7-expressing cells, fluorescence antagonist assay; inhibition, % at 4.4 µM; 1.1% of 290,000 active; in the data active = inhibition above about 16%, passing the limit was not always enough;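 note: cells stimulated with the agonist NPW; 0% = agonist with vehicle and 100% = vehicle without agonist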
OXTR ag = agonists of human oxytocin receptor; P30559; CHO-OTR cells, Fluo-8 calcium fluorescence; normalized: DMSO 0%, oxytocin 100%; activation, % at 3 µM; 0.32% of 320,000 active; AID 2435;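 active = activation above the mean of all tested compounds plus 3 SD, cutoff set per screening run, cut at about 20% in these data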;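 note: peak over basal fluorescence ratio from a 100 s FLIPR kinetic read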
Target sequence (P30559 whole entry, looked up): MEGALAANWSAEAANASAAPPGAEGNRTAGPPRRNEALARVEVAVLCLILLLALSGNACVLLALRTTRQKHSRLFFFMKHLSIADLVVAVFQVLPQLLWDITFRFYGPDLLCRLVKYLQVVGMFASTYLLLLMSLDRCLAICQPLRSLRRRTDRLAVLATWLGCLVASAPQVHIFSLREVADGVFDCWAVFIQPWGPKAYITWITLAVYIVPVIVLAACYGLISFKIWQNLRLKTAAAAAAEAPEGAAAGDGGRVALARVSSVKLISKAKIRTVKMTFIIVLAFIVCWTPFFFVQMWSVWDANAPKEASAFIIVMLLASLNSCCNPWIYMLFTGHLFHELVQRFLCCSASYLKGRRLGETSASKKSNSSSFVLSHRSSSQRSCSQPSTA
V1R ag counter = counter-screen for oxytocin receptor agonists: human V1a receptor agonists; CHO-V1R cells, Fluo-8 calcium fluorescence, agonist mode; 0% DMSO, 100% 3 nM vasopressin; activation, % at 3 µM; 0.25% of 320,000 active; AID 2797;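 active = activation above the mean activation of all tested compounds plus 3 SD, per screening run, cut at about 20% in these data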;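 note: signal is peak over basal fluorescence ratio across a 100 second FLIPR read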
PHOSPHO1 block = blocks human PHOSPHO1 phosphatase activity; recombinant PHOSPHO1, absorbance phosphatase assay; 1.1% of 290,000 active; Q8TCT1; inhibition, % at 13.3 µM; in the data active = inhibition above about 60%
Target sequence (Q8TCT1 whole entry, looked up): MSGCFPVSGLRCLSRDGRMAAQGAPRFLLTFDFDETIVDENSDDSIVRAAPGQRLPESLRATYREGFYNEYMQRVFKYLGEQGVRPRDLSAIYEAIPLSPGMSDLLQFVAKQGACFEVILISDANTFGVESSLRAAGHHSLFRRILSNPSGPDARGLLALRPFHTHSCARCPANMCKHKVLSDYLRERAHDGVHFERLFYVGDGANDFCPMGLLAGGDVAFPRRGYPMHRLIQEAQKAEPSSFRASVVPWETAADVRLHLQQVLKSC
* marks the source's active call; other numbers are inactive results; . = not tested or not shown.

SMILES	HCV NS3 hel inh	IMP-1 inh	VIM-2 inhibitor	FID counter	GalR3 antag	GPR7 antagonist	OXTR ag	V1R ag counter	PHOSPHO1 block
O=C(c1ccco1)N1CCN(c2nc3ccsc3c(=O)s2)CC1	-2	-2.1	4.4	-6	0	-5	2.8	5.1	6
Cc1c(C(=O)N2CCN(c3ccccc3)CC2)oc2c1C(=O)CC(C)(C)C2	-1	-4.9	-2.3	-43	6	-18	3.0	2.2	36
CN(C)CCCNC(=O)/C(=N\O)c1ccccc1	-9	-2.8	-0.8	-2	5	4	1.4	2.0	3
CCOC(=O)N1CCN(C(=O)CCn2c(=O)[nH]c3ccsc3c2=O)CC1	-7	-2.5	-0.7	-6	-1	-7	-0.4	-1.0	52
CCOc1ccc(-c2ccc(SCc3ccccn3)nn2)cc1	-13	-1.3	-0.4	-14	-3	-3	-1.4	-0.2	34
CN1CCCN(C(=O)c2ccc(Cl)c(S(=O)(=O)N(C)c3ccccc3)c2)CC1	-28	0.1	0.3	30	-9	8	1.0	1.8	-13
CC1(C)CC(=O)c2sc(NC(=O)CN3CCOCC3)nc2C1	4	-2.9	-0.6	-4	-3	-5	0.2	1.7	19
CCc1ccc(S(=O)(=O)Nc2ccc(-c3nc4cccnc4s3)cc2)s1	-8	-3.1	-5.4	-1	.	-1	-1.5	0.1	10
CC1CCC2(CC1)NC(=O)N(CC(=O)Nc1nc(-c3ccc(F)cc3)cs1)C2=O (stereo unspecified)	7	-3.0	-2.6	-3	-6	-2	0.1	-0.2	17
COc1ccc(CCN2CC(C(=O)O)CC2=O)cc1 (stereo unspecified)	-3	-3.0	-1.7	0	-6	-2	0.3	0.6	11
O=[N+]([O-])c1ccc(N2CCOCC2)cc1NCc1ccccc1	3	-2.0	-2.2	2	3	4	-2.4	-1.9	3
Cc1cc(C)cc(SCc2noc(C(=O)NCc3ccccc3)c2C(=O)NCc2ccccc2)c1	.	.	.	.	3	.	-1.5	0.5	18
COc1ccc(C(=O)/C(=C\N(C)C)n2nc(C)cc2C)cc1	0	-3.5	-3.9	-12	-1	2	-0.2	0.1	38
CC(=O)Nc1cc(-c2nc3ccccc3o2)ccc1Cl	10	-3.0	-0.6	-15	-2	-12	.	.	30
COc1ccc(F)cc1S(=O)(=O)N1CCCCC1	3	-0.1	2.7	-3	-4	-5	-0.3	0.0	15
O=C1[C@H]2[C@@H](c3ccc(Cl)cc3)N3C(=O)N(c4cccc(F)c4)C(=O)[C@@]3(Cc3ccc(Cl)cc3)[C@H]2C(=O)N1C1CCCCC1	-10	-4.1	-0.5	-7	.	1	-0.7	3.8	4
Cc1cc(NC(=O)CSc2nnc(C3CC3)n2-c2ccccc2)no1	-8	-3.3	-2.0	-5	-7	-14	-0.9	0.5	-5
Cc1cc(Cl)ccc1NC(=O)C1CCN(S(C)(=O)=O)CC1	2	-3.0	-1.9	0	-3	1	0.2	0.5	1
Cn1c(=O)[nH]c(=O)c2c1nc(NCc1ccco1)n2CCCc1ccccc1	2	0.6	-3.0	-7	0	0	.	.	-6
COc1ccc(C(CC(=O)N2CCCCC2)c2c(OC)cc(OC)c3ccc(=O)oc23)cc1 (stereo unspecified)	.	.	.	.	-3	.	0.5	-0.4	40
CC1SC2(NC1=O)C1CC3CC(C1)CC2C3 (stereo unspecified)	-2	-1.4	-2.5	-7	0	2	-0.5	0.5	8
Cc1cccc(NC(=O)C2CCCN(S(=O)(=O)c3cccc4nsnc34)C2)c1 (stereo unspecified)	1	2.4	-3.7	-3	-2	-2	3.4	6.0	15
CC(=O)c1ccc(N2CCN(C(=O)Nc3ccc(C)cc3)CC2)cc1	1	-1.8	-0.5	-14	-6	-1	1.4	2.3	-17
COc1cc(C(=O)N2CCN(C(=O)C3CC3)CC2)cc(OC)c1OC	3	-3.2	-1.8	-3	3	-5	-0.7	0.0	1
CCOc1c(CNCCN2CCOCC2)cccc1OC	-2	-0.7	0.1	2	-3	-6	0.8	-0.5	-15
Further records.
SMILES	HCV NS3 hel inh	IMP-1 inh	VIM-2 inhibitor	FID counter	GalR3 antag	GPR7 antagonist	OXTR ag	V1R ag counter	PHOSPHO1 block
O=C(/C=C/c1ccc(Cl)cc1Cl)Nc1ccc(CN2CCOCC2)cc1	-46	-1.6	-0.9	2	10	-3	6.9	9.7	4
CCc1noc(C)c1C(=O)OCC(=O)Nc1ncc(Cl)cc1Cl	-22	0.1	0.7	-6	2	1	0.0	0.2	48
Cc1cc(NC(=O)c2ccc(Cl)cc2)n(CCC#N)n1	-3	-2.4	-3.6	-6	-8	5	1.2	2.2	35
Cc1cccc(C(=O)N/N=C/c2coc3ccccc3c2=O)c1	-3	5.8*	-4.0	-4	-1	-16	0.8	0.2	31
COc1cccc2[nH]c(C(=O)NN)c(N)c12	0	-1.9	-2.1	-1	5	-9	0.7	1.4	10
Cc1nn(C)cc1CN(C)Cc1c(C(=O)N(C)Cc2ccccc2)nc2ccccn12	-6	-3.7	-0.6	-17	-3	-12	-0.3	0.6	8
O=C(Nc1ccc2oc(=O)ccc2c1)c1cc2ccccc2o1	1	-3.4	-0.1	-14	-3	12	3.1	0.9	-6
Cc1ccc(CNC(=O)c2ccc(NC3=NC4CS(=O)(=O)CC4S3)cc2)cc1 (stereo unspecified)	20	-2.9	0.2	-6	.	-1	-0.7	1.1	23
CN(C)S(=O)(=O)c1cccc(NC(=O)COC(=O)CCC(=O)c2ccc(F)cc2)c1	-8	-3.0	-3.1	-15	-5	-9	2.0	4.7	-7
COc1cc(CNc2ccc(N3CCCC3)cc2)ccc1OCc1ccccc1	10	-3.5	-2.8	-4	-3	-7	-1.5	-1.1	-11
Fc1ccc(NCc2ccccc2F)cc1Cl	-5	-2.5	-1.3	4	0	-2	-2.1	-0.6	-2
C#CC(C)(CC)NC(=O)c1cc2cccc(CC=C)c2oc1=O (stereo unspecified)	31	-4.7	-2.9	-4	-3	-2	-1.2	-0.4	32
Cc1ccc(C(=O)C2CCN(C(=O)c3ccc(C)cc3)CC2)cc1	-1	-0.5	0.4	-38	-10	6	4.2	6.3	.
CCc1ccccc1NC(=O)N[C@@H](C)C(=O)O	-2	-2.9	-3.8	3	-4	-7	0.4	-0.4	7
CCCCOc1ccc2c(C)cc(=O)oc2c1OCCCC	-6	-1.5	-2.0	-22	-3	-12	-1.7	-1.6	3
Cc1c(NC(=O)COc2ccc3ccccc3c2)c(=O)n(-c2ccccc2)n1C	3	-1.2	-2.4	-24	-8	-3	-1.8	-1.0	27
CN(Cc1ccccc1)C(=O)c1ccccc1C(=O)O	-6	-3.0	-1.6	0	-4	-15	0.5	0.7	-6
Cc1ccc(C)c(/C(O)=C2\C(=O)C(=O)N(CCCN3CCOCC3)C2c2cccnc2)c1 (stereo unspecified)	3	-2.7	-1.4	1	-3	2	.	.	27
COc1ccc(Oc2nccc(-c3ccc(F)cc3)c2C#N)cc1	10	-0.9	-1.9	-10	4	-9	-1.6	0.2	24
CC1CN(CCCCSc2ccc(Cl)cc2)CC(C)O1 (stereo unspecified)	-8	-3.6	-2.6	3	-5	-11	-0.5	-0.6	8
CCC(Sc1nccn1C)C(=O)Nc1nnc(C)s1 (stereo unspecified)	-5	-4.8	-0.3	-5	0	-8	-1.1	1.0	5
COc1ccc(N2C(=O)CN=C2Nc2cccc(C)c2C)cc1OC	-1	-1.5	1.1	-3	-1	3	0.2	-0.9	9
Cc1c(C(=O)c2ccc(N(C)C)cc2)c2ccccn2c1CCC#N	1	-1.9	1.0	-16	-6	-5	-1.4	0.0	56
O=C1CCCc2c1nc(-c1ccc(F)cc1)n2O	-2	-3.0	-0.9	-2	-1	-3	0.0	0.7	46
O=C(c1ccccc1)N1CCN(C(=O)c2ccccc2)C1c1ccccc1	6	-1.4	-4.1	-20	1	10	-1.1	-0.8	-2
Cc1c(Cl)cn2c(=O)cc(CN(C)Cc3nc4ccccc4c(=O)[nH]3)nc2c1Cl	13	-1.7	-1.9	-26	.	-19	-1.5	-1.2	6
CCOC(=O)c1cnc2c(C(=O)OC)cccc2c1NCc1cccnc1	20	-2.1	7.2	-2	-3	-22	0.0	1.2	-22
CN(C)c1ccc(/C=N/NC(=O)CNC(=O)c2ccncc2)cc1	-3	-2.1	-3.5	-4	0	-3	-0.3	-0.1	48
CC(C)N1CCc2c(sc(NC(=O)c3ccc(S(=O)(=O)N(C)CC4CCCO4)cc3)c2C(N)=O)C1 (stereo unspecified)	-17	-0.6	2.3	26	-3	-14	0.7	0.4	23
CC(=O)Nc1ccc(OCC(=O)N2CCC(Cc3ccccc3)CC2)cc1	-3	-3.4	-2.2	-26	1	-7	2.8	2.4	-5

Nothing new here: entries from further up.
SMILES	HCV NS3 hel inh	IMP-1 inh	VIM-2 inhibitor	FID counter	GalR3 antag	GPR7 antagonist	OXTR ag	V1R ag counter	PHOSPHO1 block
Cc1cc(NC(=O)c2ccc(Cl)cc2)n(CCC#N)n1	-3	-2.4	-3.6	-6	-8	5	1.2	2.2	35
Cc1cccc(C(=O)N/N=C/c2coc3ccccc3c2=O)c1	-3	5.8*	-4.0	-4	-1	-16	0.8	0.2	31
COc1cccc2[nH]c(C(=O)NN)c(N)c12	0	-1.9	-2.1	-1	5	-9	0.7	1.4	10
Cc1nn(C)cc1CN(C)Cc1c(C(=O)N(C)Cc2ccccc2)nc2ccccn12	-6	-3.7	-0.6	-17	-3	-12	-0.3	0.6	8
O=C(Nc1ccc2oc(=O)ccc2c1)c1cc2ccccc2o1	1	-3.4	-0.1	-14	-3	12	3.1	0.9	-6
Cc1ccc(CNC(=O)c2ccc(NC3=NC4CS(=O)(=O)CC4S3)cc2)cc1 (stereo unspecified)	20	-2.9	0.2	-6	.	-1	-0.7	1.1	23

A draw from above in order of heavy-atom count, lowest first.
SMILES	HCV NS3 hel inh	IMP-1 inh	VIM-2 inhibitor	FID counter	GalR3 antag	GPR7 antagonist	OXTR ag	V1R ag counter	PHOSPHO1 block
C#CC(C)(CC)NC(=O)c1cc2cccc(CC=C)c2oc1=O (stereo unspecified)	31	-4.7	-2.9	-4	-3	-2	-1.2	-0.4	32
Cc1ccc(CNC(=O)c2ccc(NC3=NC4CS(=O)(=O)CC4S3)cc2)cc1 (stereo unspecified)	20	-2.9	0.2	-6	.	-1	-0.7	1.1	23
COc1cc(CNc2ccc(N3CCCC3)cc2)ccc1OCc1ccccc1	10	-3.5	-2.8	-4	-3	-7	-1.5	-1.1	-11
Cc1nn(C)cc1CN(C)Cc1c(C(=O)N(C)Cc2ccccc2)nc2ccccn12	-6	-3.7	-0.6	-17	-3	-12	-0.3	0.6	8
CC(C)N1CCc2c(sc(NC(=O)c3ccc(S(=O)(=O)N(C)CC4CCCO4)cc3)c2C(N)=O)C1 (stereo unspecified)	-17	-0.6	2.3	26	-3	-14	0.7	0.4	23

High-throughput results: PubChem BioAssay, several laboratories
